E-selectin induc: induces E-selectin expression in human endothelial cells; P16581; HUVEC E-selectin immunofluorescence imaging; normalized: neutral wells 0, TNF-alpha wells 100; activation, % at 7.58 µM; 260,000 tested, 0.37% active;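 active means mean E-selectin-positive cell signal at least 10% of the positive control, reached in at least 60% of replicates, without over 20% cell loss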;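 further: in these data hits start at about 27%; measured in HUVEC primary endothelial cells; signal is the percent of cells scored E-selectin positive by PE staining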
Target sequence (P16581 whole entry, looked up): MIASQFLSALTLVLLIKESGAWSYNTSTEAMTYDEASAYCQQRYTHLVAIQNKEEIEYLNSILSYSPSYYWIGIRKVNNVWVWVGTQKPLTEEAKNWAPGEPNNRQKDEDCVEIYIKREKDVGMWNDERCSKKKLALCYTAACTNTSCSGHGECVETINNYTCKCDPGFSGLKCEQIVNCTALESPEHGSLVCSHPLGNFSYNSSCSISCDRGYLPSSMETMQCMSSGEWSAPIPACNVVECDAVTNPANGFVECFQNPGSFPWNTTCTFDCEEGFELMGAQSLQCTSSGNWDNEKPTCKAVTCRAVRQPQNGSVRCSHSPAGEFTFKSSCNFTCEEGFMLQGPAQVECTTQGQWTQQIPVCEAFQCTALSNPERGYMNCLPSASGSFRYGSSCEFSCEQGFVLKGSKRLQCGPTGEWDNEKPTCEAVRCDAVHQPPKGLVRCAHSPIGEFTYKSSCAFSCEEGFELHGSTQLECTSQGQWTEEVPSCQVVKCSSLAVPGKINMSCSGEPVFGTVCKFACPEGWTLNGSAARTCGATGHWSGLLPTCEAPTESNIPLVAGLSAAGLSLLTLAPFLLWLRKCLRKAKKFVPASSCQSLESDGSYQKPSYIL
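Test system: HUVEC; input: 3,000 HUVEC/well; measured by: immunofluorescence imaging; read-out: % PE-positive cells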
RAD54 inh: blocks human RAD54 Holliday junction branch migration; Q92698; FAM/BHQ fluorescence; inhibition, % at 10.4 µM; 360,000 tested, 0.14% active; AID 602329;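 active means mean normalized replicate activity at least 40 and at least half of replicates scoring 40 or more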;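 further: 0% = median of neutral control wells and 100% = median of positive control wells; inhibitors cause a drop in the FAM fluorescence signal; in these data hits start at about 50%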
PGC1a acetyl inh: PGC1a acetylation modulation, inhibitor mode. U2OS PGC1a acetylation, AlphaScreen anti-acetyl-lysine; with virally co-expressed GCN5 acetyltransferase. inhibition, % at 15.6 µM. 350,000 tested, 0.17% active. AID 651687;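 active means every replicate shows inhibition of at least 40%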;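 further: 0% = neutral control wells and 100% = positive control wells; some results beyond the cut were filed as inactive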
PglD inh: PglD (C. jejuni) enzyme inhibition. 360,000 tested, 0.098% active. purified PglD enzyme, DTNB colorimetric CoA detection. inhibition, % at 12.5 µM; in the data active means inhibition above about 16%, passing the limit was not always enough; further: strong numbers were not always called active
ERAP1 inh: blocks human ERAP1 aminopeptidase activity. recombinant ERAP1, Leu-AMC fluorescence, 60 min. 340,000 tested, 0.15% active. inhibition, % at 10.7 µM;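 active means mean replicate inhibition of at least 30%, or all replicates individually reaching that 30% level; inactive means mean below 30% and not every replicate reaching it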;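 further: 0% = neutral control wells and 100% = L-leucinethiol positive control wells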
RAD52 inh: blocks human RAD52 DNA annealing | P43351 | inhibition, % at 18.7 µM | AID 651710 | recombinant RAD52 DNA annealing, FRET fluorescence | 360,000 tested, 0.46% active;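 active means every replicate showing at least 50% inhibition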
Target sequence (P43351 whole entry, looked up): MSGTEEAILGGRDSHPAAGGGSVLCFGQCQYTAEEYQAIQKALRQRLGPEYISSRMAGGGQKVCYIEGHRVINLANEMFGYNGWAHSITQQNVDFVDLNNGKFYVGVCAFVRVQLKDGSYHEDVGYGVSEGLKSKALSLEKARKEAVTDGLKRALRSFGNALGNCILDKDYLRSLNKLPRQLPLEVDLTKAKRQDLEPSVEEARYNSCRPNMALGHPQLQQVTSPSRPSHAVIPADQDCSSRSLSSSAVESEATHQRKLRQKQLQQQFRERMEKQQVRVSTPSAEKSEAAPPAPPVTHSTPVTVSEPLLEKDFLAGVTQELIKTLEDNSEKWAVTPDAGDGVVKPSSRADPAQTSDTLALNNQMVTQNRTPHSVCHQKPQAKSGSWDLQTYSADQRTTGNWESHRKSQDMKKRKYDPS
miR-122 sensor: miR-122 inhibition in Huh7 cells; Huh7 miR-122 Renilla luciferase sensor, 48 h; neutral wells = 0, positive control = 100; activation (reporter increase), % at 12.5 µM; 340,000 tested, 0.3% active; AID 602342;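 active means mean replicate activation score at least 90 and every replicate individually at or above 90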;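 further: higher luciferase means less miR-122 activity so hits act as miR-122 inhibitors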
Cneo AK release: causes C. neoformans cell lysis. lysis activity, % at 15 µM. 360,000 tested, 0.2% active. adenylate kinase release luminescence, 4 h; normalised: neutral wells 0, clomiphene wells 100;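 active means mean lysis activity across replicates of at least 80%, whatever share of replicates individually reach that level; inactive means mean lysis activity below 80%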
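Assay system: log-phase C. neoformans yeast / Quantity: yeast cell density of 5 × 10^6 cells/mL / Medium: fresh YPD growth medium / Compound: single dose / Timing: static 4 h at 37 °C with compound, 1 h detection / Measured by: adenylate kinase release luminescence / Read-out: lysis from increased AK signal / Benchmarks: Clomiphene as positive lysis control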
* = called active by the depositor; [ ] = another dose, or the depositor's remark.

How did C[C@H](CO)N1C[C@H](C)[C@H](CN(C)C)Oc2ncc(C#CC3(O)CCCC3)cc2C1=O do in these assays?
E-selectin induc: 1.6; RAD54 inh: 6; PGC1a acetyl inh: 6; PglD inh: 9; ERAP1 inh: 2; RAD52 inh: -9; miR-122 sensor: 2[16.7 µM]; Cneo AK release: -5

How did COc1nn(CC(=O)N2N=C(C)CC2(O)C(F)(F)F)cc1[N+](=O)[O-] (stereo not given) do in these assays?
RAD54 inh: 5; PGC1a acetyl inh: 2; PglD inh: 4; miR-122 sensor: 0; Cneo AK release: 5

What do the screens show for `C=C1c2ccccc2S(=O)(=O)N(Cc2ccccc2)C1COCc1ccccc1` (stereo not given)?
E-selectin induc: 0.4; RAD54 inh: -5; PGC1a acetyl inh: -14; PglD inh: -2; ERAP1 inh: 6; RAD52 inh: -16; miR-122 sensor: 6; Cneo AK release: 0

Results for Cc1nc(C(F)(F)F)ccc1C(=O)N1CCC(C)(C(=O)O)C1 (stereo not given) ?
E-selectin induc: 0.0; RAD54 inh: -3; PglD inh: -1; ERAP1 inh: -2; RAD52 inh: -18; miR-122 sensor: -4; Cneo AK release: -1

Results for CCC(=O)c1ccc(OCc2ccc(C(=O)OC)cc2)c(OC)c1 ?
RAD54 inh: 3; PGC1a acetyl inh: -23; PglD inh: -1; miR-122 sensor: -5; Cneo AK release: 1

Results for COCC#Cc1cnc2c(c1)C(=O)N([C@@H](C)CO)C[C@@H](C)[C@@H](CN(C)C(=O)CCN1CCCCC1)O2 ?
E-selectin induc: -0.2; RAD54 inh: 5; PGC1a acetyl inh: 7; PglD inh: -2; ERAP1 inh: -10; RAD52 inh: -3; miR-122 sensor: 30[16.7 µM]; Cneo AK release: 54

Results for CC(C)c1ccc(NC(=S)NN(c2ccccc2)c2ccccc2)cc1 ?
E-selectin induc: 0.1; RAD54 inh: 0; PglD inh: -1; miR-122 sensor: -2; Cneo AK release: 6

How did FC(F)(F)c1ccccc1Cc1c(-c2ccco2)nc2ccc(Cl)cn12 do in these assays?
E-selectin induc: -0.2; RAD54 inh: -2; PGC1a acetyl inh: 1; PglD inh: -1; ERAP1 inh: -2; RAD52 inh: -14; miR-122 sensor: 6; Cneo AK release: 1

Results for COC(=O)CC1=NN(c2nc(C)cc(C)n2)C(=O)C1 ?
E-selectin induc: 3.0; RAD54 inh: -4; PGC1a acetyl inh: -10; PglD inh: -1; ERAP1 inh: -2; RAD52 inh: -9; Cneo AK release: -1

What do the screens show for `COc1cccc(OC)c1C(=O)Nc1ccccc1C(=O)N1CCOCC1`?
RAD54 inh: 5; PGC1a acetyl inh: 2; PglD inh: 0; Cneo AK release: -1

Results for CN(Cc1c(C(=O)N/N=C/c2ccccc2)nnn1-c1nonc1N)C1CCCCC1 ?
RAD54 inh: 5; PGC1a acetyl inh: 2; PglD inh: 9; ERAP1 inh: 3; RAD52 inh: -10; miR-122 sensor: -3; Cneo AK release: -2

How did O=C(C[C@H]1CC[C@@H]2[C@H](COC[C@@H](O)CN2Cc2ccc(Oc3ccccc3)cc2)O1)N1CCOCC1 do in these assays?
E-selectin induc: 0.0; RAD54 inh: 6; PGC1a acetyl inh: -9; PglD inh: 0; ERAP1 inh: -2; RAD52 inh: -1; miR-122 sensor: -3[16.7 µM]; Cneo AK release: -4

Results for N#Cc1ccsc1NC(=O)CN1C(=O)NC2(CCCCC2)C1=O ?
E-selectin induc: 0.0; RAD54 inh: -7; PGC1a acetyl inh: -5; PglD inh: 0; ERAP1 inh: 0; RAD52 inh: -22; miR-122 sensor: -3; Cneo AK release: -3

How did Cc1cc(C)cc(N(CC(=O)NCC2CCCO2)C(=O)CCC(=O)Nc2nccs2)c1 (stereo not given) do in these assays?
RAD54 inh: -9; PglD inh: 6; ERAP1 inh: -1; RAD52 inh: -6; Cneo AK release: 0

Results for O=C(N[C@H]1CC[C@@H](CCNS(=O)(=O)c2ccc(F)cc2)O[C@H]1CO)c1cnccn1 ?
E-selectin induc: -0.6; RAD54 inh: -3; PGC1a acetyl inh: 3; PglD inh: 2; ERAP1 inh: 0; RAD52 inh: -7; Cneo AK release: 1

What do the screens show for `CCC(C)[C@H]1CNCCN1CCc1cc(C(F)(F)F)cc(C(F)(F)F)c1` (stereo not given in full)?
E-selectin induc: 0.0; RAD54 inh: -2; PGC1a acetyl inh: -8; PglD inh: -1; ERAP1 inh: 0; RAD52 inh: -3; miR-122 sensor: -6; Cneo AK release: -2

How did CC1=NN(C(=O)Cc2ccc([N+](=O)[O-])cc2)C(O)(C(F)(F)C(F)(F)F)C1 (stereo not given) do in these assays?
RAD54 inh: -8; PGC1a acetyl inh: -32; PglD inh: 1; RAD52 inh: -14; miR-122 sensor: -1; Cneo AK release: -1

Results for CCN=C(NCC)SC1CC(=O)N(c2ccc(F)cc2)C1=O (stereo not given) ?
RAD54 inh: 7; PGC1a acetyl inh: 8; PglD inh: -10; ERAP1 inh: -1; RAD52 inh: -15; miR-122 sensor: -5; Cneo AK release: -2

What do the screens show for `CCCCn1nnnc1SCC(=O)Nc1ccc2c(c1)OCO2`?
RAD54 inh: 6; PGC1a acetyl inh: -5; PglD inh: 18; miR-122 sensor: 3; Cneo AK release: 0

How did CC(=O)Nc1ccc(C(=O)CCl)cc1 do in these assays?
RAD54 inh: -5; PGC1a acetyl inh: 1; PglD inh: 3; ERAP1 inh: 2; RAD52 inh: -10; miR-122 sensor: -6; Cneo AK release: -3

An excerpt from above in order of molecular weight, falling:
Results for COCC#Cc1cnc2c(c1)C(=O)N([C@@H](C)CO)C[C@@H](C)[C@@H](CN(C)C(=O)CCN1CCCCC1)O2 ?
E-selectin induc: -0.2; RAD54 inh: 5; PGC1a acetyl inh: 7; PglD inh: -2; ERAP1 inh: -10; RAD52 inh: -3; miR-122 sensor: 30[16.7 µM]; Cneo AK release: 54

Results for CN(Cc1c(C(=O)N/N=C/c2ccccc2)nnn1-c1nonc1N)C1CCCCC1 ?
RAD54 inh: 5; PGC1a acetyl inh: 2; PglD inh: 9; ERAP1 inh: 3; RAD52 inh: -10; miR-122 sensor: -3; Cneo AK release: -2

Results for CC(C)c1ccc(NC(=S)NN(c2ccccc2)c2ccccc2)cc1 ?
E-selectin induc: 0.1; RAD54 inh: 0; PglD inh: -1; miR-122 sensor: -2; Cneo AK release: 6

Results for CCN=C(NCC)SC1CC(=O)N(c2ccc(F)cc2)C1=O (stereo not given) ?
RAD54 inh: 7; PGC1a acetyl inh: 8; PglD inh: -10; ERAP1 inh: -1; RAD52 inh: -15; miR-122 sensor: -5; Cneo AK release: -2

Later entries:
Results for Clc1ccc2c(N/N=C/c3cccnc3)ccnc2c1 ?
RAD54 inh: 71*; PGC1a acetyl inh: -32; PglD inh: -1; ERAP1 inh: -2; RAD52 inh: -8; miR-122 sensor: -17; Cneo AK release: -2

Results for CC(Oc1ccc([N+](=O)[O-])cc1Cl)C(=O)Nc1ccc(C(N)=O)cc1 (stereo not given) ?
PGC1a acetyl inh: 5; ERAP1 inh: -1; RAD52 inh: -5; miR-122 sensor: 0

Results for CCCCCCn1c(=O)n2n(c1=O)C[C@]1(OC(=O)NCC3CCCCC3)CN(S(=O)(=O)c3ccc(C)cc3)C[C@]1(O)C2 ?
E-selectin induc: 0.0; RAD54 inh: 4; PGC1a acetyl inh: 21; PglD inh: -2; ERAP1 inh: 0; RAD52 inh: 7; miR-122 sensor: -12; Cneo AK release: -2

How did O=C(Nc1ccc(-c2ccccc2)cc1)[C@@H]1[C@@H](CO)[C@@H]2Cn3c(cccc3=O)[C@H]1N2Cc1cncnc1 do in these assays?
E-selectin induc: -0.4; RAD54 inh: -22; PglD inh: -5; ERAP1 inh: 2; RAD52 inh: 2; miR-122 sensor: 12[16.7 µM]; Cneo AK release: 0

Results for CCC(c1nnnn1C1CCCC1)N1CCN(C/C=C/c2ccccc2)CC1 (stereo not given) ?
RAD54 inh: -2; PGC1a acetyl inh: 11; PglD inh: -2; RAD52 inh: -13; miR-122 sensor: 4; Cneo AK release: -20

How did COc1cccc(-c2cc(C(=O)NC3CC3)c3ccccc3n2)c1 do in these assays?
RAD54 inh: -5; PglD inh: -3; ERAP1 inh: 0; RAD52 inh: -3; miR-122 sensor: 1; Cneo AK release: 7

Results for CCCn1c(N)c(N(CCOC)C(=O)Cc2ccc(S(=O)(=O)N3CCOCC3)s2)c(=O)[nH]c1=O ?
RAD54 inh: -8; PGC1a acetyl inh: 9; PglD inh: 2; ERAP1 inh: 5; RAD52 inh: -31; Cneo AK release: 1

What do the screens show for `COc1ccccc1NS(=O)(=O)c1cc(NC(=O)CN2C(=O)NC3(CCCCC3)C2=O)ccc1C`?
E-selectin induc: 1.4; RAD54 inh: 4; PGC1a acetyl inh: 1; PglD inh: 0; ERAP1 inh: 0; RAD52 inh: -9; miR-122 sensor: 5; Cneo AK release: 0

Results for Cc1cccc(N(C)C(=O)COc2cc(=O)n(C)c3ccccc23)c1 ?
RAD54 inh: -10; PGC1a acetyl inh: -3; PglD inh: -3; ERAP1 inh: -3; RAD52 inh: -11; miR-122 sensor: 4; Cneo AK release: 0

Results for CC(OC(=O)C(NC(=O)c1ccco1)C(C)C)C(=O)Nc1ncc(Cl)cc1Cl (stereo not given) ?
RAD54 inh: 1; PGC1a acetyl inh: -13; PglD inh: 7; miR-122 sensor: 3; Cneo AK release: 0

What do the screens show for `CN(C)CCCOC(=O)c1ccc(Cl)cc1`?
RAD54 inh: 1; PGC1a acetyl inh: 3; PglD inh: 0; ERAP1 inh: 4; RAD52 inh: -2; miR-122 sensor: -9; Cneo AK release: 2

What do the screens show for `O=C(CN1c2cccc3cccc(c23)S1(=O)=O)N1CCCCC1`?
E-selectin induc: 1.9; RAD54 inh: 2; PGC1a acetyl inh: 7; PglD inh: -4; ERAP1 inh: 3; RAD52 inh: -21; miR-122 sensor: -5; Cneo AK release: 0

Results for C/C(N)=C(/C#N)C(=O)COC(=O)CSc1ccc2ccccc2c1 ?
RAD54 inh: 1; PglD inh: -4; ERAP1 inh: 2; RAD52 inh: -10; miR-122 sensor: 2; Cneo AK release: -2

How did CC(C)(C)c1ccc(C(=O)NCC(=O)OCCN2C(=O)c3ccccc3C2=O)cc1 do in these assays?
RAD54 inh: -2; PglD inh: -2; ERAP1 inh: -4; RAD52 inh: -7; Cneo AK release: 1

What do the screens show for `Cc1ccc2cc(CN(C(=O)c3ccco3)c3cccc(C)c3C)c(=O)[nH]c2c1`?
RAD54 inh: -5; PGC1a acetyl inh: 15; PglD inh: 3; ERAP1 inh: 1; RAD52 inh: -8; miR-122 sensor: -3; Cneo AK release: -1

Results for O=C(O)C1Nc2ccc(Br)cc2C2C=CCC12 (stereo not given) ?
RAD54 inh: -1; PGC1a acetyl inh: 15; PglD inh: 7; miR-122 sensor: -7; Cneo AK release: 9

What do the screens show for `Cc1cccc(N(CC(=O)NCc2ccco2)S(=O)(=O)c2ccccc2)c1`?
RAD54 inh: -3; PGC1a acetyl inh: -9; PglD inh: -7; ERAP1 inh: 3; RAD52 inh: -1; miR-122 sensor: 9; Cneo AK release: 1

What do the screens show for `CCNC(=S)N(CCN(C)C)Cc1cc2cc(OCC)ccc2[nH]c1=O`?
E-selectin induc: 0.8; PGC1a acetyl inh: 2; ERAP1 inh: -1; RAD52 inh: -7

Results for Cn1c(N)c(C(=O)COC(=O)CNC(=O)c2ccccc2)c(=O)n(C)c1=O ?
E-selectin induc: -0.4; RAD54 inh: -11; PGC1a acetyl inh: 3; PglD inh: -2; ERAP1 inh: 5; RAD52 inh: -13; miR-122 sensor: -6; Cneo AK release: -2

Results for COc1ccccc1CN1CC[C@H]2[C@H](CO)Nc3ccc(-c4cccc(F)c4)cc3[C@H]21 ?
E-selectin induc: 0.0; RAD54 inh: -13; PGC1a acetyl inh: -9; PglD inh: 1; miR-122 sensor: 4[16.7 µM]; Cneo AK release: 14

From PubChem
